Screens deposited in PubChem BioAssay by several laboratories.
CIT2 TOR yeast – yeast TOR pathway CIT2-GFP modulation | S. cerevisiae CIT2-GFP strain, flow cytometry, 3 h; 100 means same as DMSO wells | GFP response vs DMSO, % at 10 µM | 320,000 tested, 0.065% active;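 active = GFP response relative to DMSO above a set limit, near the screen mean plus 3 SD, cut at about 150% in these data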;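 also: ratio of well median GFP fluorescence to mean of DMSO wells on the plate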
AGP1-GFP MLPCN – modulators of TOR pathway AGP1-GFP in S. cerevisiae. GFP response vs DMSO, % at 10 µM. 320,000 tested, 0.02% active. S. cerevisiae AGP1-GFP multiplex flow cytometry, 3 h; GFP as percent of DMSO wells. AID 2066;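 active = GFP response relative to DMSO above a set limit, near screen average plus 3 SD, cut at about 150% in these data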;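 also: median GFP channel fluorescence of the gated AGP1 strain per well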
MEP2 TOR yeast – modulators of TOR pathway MEP2-GFP in S. cerevisiae; S. cerevisiae MEP2-GFP strain, flow cytometry GFP, 3 h; 100% = DMSO control level; GFP response vs DMSO, % at 10 µM; 330,000 tested, 0.51% active;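 active = GFP response versus DMSO above a set limit, roughly screen mean plus 3 SD, cut at about 180% in these data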;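 also: median GFP fluorescence of the barcode-gated MEP2-GFP cells per well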
RPL19A TOR yeast – alters RPL19A-GFP fluorescence in TOR pathway yeast screen. S. cerevisiae RPL19A-GFP strain, flow cytometry, 3 h; stronger effect = lower value. percent response vs DMSO, % at 10 µM. 330,000 tested, 0.3% active;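 active = percent response vs DMSO below 50%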;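 also: median channel GFP fluorescence of the barcoded RPL19A-GFP strain; ratio of sample median GFP to plate DMSO average so 100% = DMSO; lower means less RPL19A-GFP as with rapamycin TOR inhibition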
Yeast superoxide – yeast age-related superoxide inhibition as caloric restriction mimetic | S. cerevisiae aged cells, superoxide DHE fluorescence; stronger effect = lower value | superoxide response (% of plate mean), % at 10 µM | 330,000 tested, 0.18% active | AID 2690;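 active = superoxide response under a set limit, about three screen SD below normal, cut at about 65% in these data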;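 also: yeast aged for seven days with compound at 30 °C before DHE staining; 100% = average MFI of all compound-treated wells on the plate with controls excluded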
LAP4-GFP MLPCN – modulators of TOR pathway LAP4-GFP in S. cerevisiae. S. cerevisiae LAP4-GFP multiplex, flow cytometry GFP, 3 h; median GFP as percent of DMSO wells. GFP response vs DMSO, % at 10 µM. 320,000 tested, 0.34% active. AID 2023;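 active = GFP response vs DMSO above a set limit, about the screen mean plus 3 SD, cut at about 150% in these data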
Efflux pump inh – blocks antifungal efflux pumps in multiplex yeast assay; S. cerevisiae Candida pump triplex, Nile Red efflux; inhibition, % at 10 µM; 330,000 tested, 0.44% active; AID 485275;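 active = plate passing quality check with inhibition over a set limit, or well fluorescence over plate mean plus 4 SD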;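 also: Nile Red retained in pooled yeast measured as flow cytometry median fluorescence; 0% = buffer negative control and 100% = Enniatin B positive control; higher means more Nile Red kept so more efflux inhibition; some compounds called inactive have numbers as strong as hits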
AHR act – activators of human aryl hydrocarbon receptor | P35869 | AHR-responsive luciferase reporter cells, luminescence | activation, % at 5 µM | 320,000 tested, 2.5% active | AID 2796; in the data active = activation above about 47%;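 also: 0% = vehicle wells and 100% = reference agonist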
Target sequence (P35869 whole entry, looked up): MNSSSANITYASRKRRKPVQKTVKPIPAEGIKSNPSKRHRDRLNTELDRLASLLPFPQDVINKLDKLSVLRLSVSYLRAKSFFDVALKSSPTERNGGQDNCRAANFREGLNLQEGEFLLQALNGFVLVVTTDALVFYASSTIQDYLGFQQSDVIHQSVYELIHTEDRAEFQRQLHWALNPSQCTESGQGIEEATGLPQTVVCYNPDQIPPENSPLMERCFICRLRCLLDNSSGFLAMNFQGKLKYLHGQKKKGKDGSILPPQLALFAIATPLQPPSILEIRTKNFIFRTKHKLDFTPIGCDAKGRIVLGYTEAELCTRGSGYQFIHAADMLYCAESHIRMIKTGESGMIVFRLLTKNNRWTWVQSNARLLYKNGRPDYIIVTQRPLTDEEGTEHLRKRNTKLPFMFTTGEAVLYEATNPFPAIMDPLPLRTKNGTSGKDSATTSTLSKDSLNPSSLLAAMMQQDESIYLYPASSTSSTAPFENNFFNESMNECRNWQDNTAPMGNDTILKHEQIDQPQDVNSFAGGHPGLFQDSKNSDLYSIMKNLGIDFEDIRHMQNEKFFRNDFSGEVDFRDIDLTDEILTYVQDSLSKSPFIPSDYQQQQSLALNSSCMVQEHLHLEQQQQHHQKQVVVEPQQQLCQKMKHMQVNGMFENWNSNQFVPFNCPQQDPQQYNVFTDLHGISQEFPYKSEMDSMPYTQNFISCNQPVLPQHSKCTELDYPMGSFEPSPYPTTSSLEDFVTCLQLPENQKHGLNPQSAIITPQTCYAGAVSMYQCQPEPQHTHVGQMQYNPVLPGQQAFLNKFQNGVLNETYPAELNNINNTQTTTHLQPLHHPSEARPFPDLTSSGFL
Starred values were filed as active, the others as inactive; / = no result given.

SMILES | CIT2 TOR yeast | AGP1-GFP MLPCN | MEP2 TOR yeast | RPL19A TOR yeast | Yeast superoxide | LAP4-GFP MLPCN | Efflux pump inh | AHR act
COc1cc(OC)c(-c2c3cc(O)c(=O)cc-3oc3cc(O)c(O)cc23)cc1OC | 144 | 95 | 151 | 103 | 94 | 111 | 0.2 | -1
COc1ccc(OC)c(CCNC(=O)c2ccccc2NC(=O)C2=C(C)OCCS2)c1 | 96 | 103 | 100 | 101 | 97 | 110 | 0.9 | 14
COc1cccc(-c2csc(NC(=O)C3CC3)n2)c1 | 93 | 92 | 99 | 97 | 99 | 114 | -0.2 | 2
CC(CN1CCCCC1)c1ccccc1 (stereo not drawn) | 104 | 101 | 105 | 103 | 103 | 85 | 0.0 | 0
Cc1cc(C)c(NC(=O)CS(=O)CC(=O)Nc2ccc(-n3cnnn3)c(C)c2)c(C)c1 (stereo not drawn) | 106 | 97 | 104 | 100 | 90 | 87 | 0.1 | 0
CC1CN(c2nnc(NC(=O)c3ccccc3)s2)CC(C)O1 (stereo not drawn) | 106 | 101 | 103 | 98 | 107 | 108 | 0.1 | 5
CC(Oc1ccc(F)cc1)C(=O)Nc1ccc2ccccc2c1 (stereo not drawn) | 101 | 100 | 95 | 94 | 98 | 87 | -0.1 | 12
Cc1ccc(-c2cnc3cc(C)nn3c2)cc1 | 96 | 91 | 100 | 93 | 101 | 110 | 0.1 | -5
O=C(O)C(CO)(c1ccccc1)c1ccccc1 | 66 | 76 | 90 | 96 | 102 | 114 | -0.1 | -2
CCCOc1c(Cl)cc(/C=N/O)cc1OCC | 95 | 93 | 99 | 95 | 111 | 88 | 0.0 | 8
COc1nc(SC)nc(Cl)c1Cc1ccc(OC(C)C)cc1 | 102 | 103 | 102 | 106 | 117 | 99 | 0.0 | 7
CC[C@]1(c2cccc(C)c2)C(=O)N(C(=O)OC)N1C(=O)OC | 87 | 80 | 88 | 96 | 104 | 122 | -0.1 | 1
NS(=O)(=O)c1cc(C(=O)Nc2ccc3c(c2)OCCCO3)ccc1Cl | 103 | 98 | 101 | 103 | 87 | 93 | 0.0 | 8
CCN(CC)S(=O)(=O)c1ccc(Br)c(OC)c1 | 93 | 81 | 101 | 99 | 89 | 106 | 0.0 | -2
COc1cc([N+](=O)[O-])c(C(=O)N2CCOCC2)c([N+](=O)[O-])c1 | 98 | 101 | 111 | 100 | 130 | 102 | 0.1 | 0
CS(=O)(=O)N(CC(=O)N1CCCCCC1)c1ccccc1 | 105 | 113 | 113 | 109 | 89 | 107 | -0.1 | 1
Cn1c(=O)cc(SCC(=O)NCCC2=CCCCC2)c2cc(Cl)ccc21 | 108 | 98 | 88 | 103 | 88 | 91 | -0.1 | 3
CCOC(=O)C1CCCN(Cc2cc(Br)c(OC)cc2OC)C1 (stereo not drawn) | 101 | 104 | 105 | 102 | 114 | 106 | 0.2 | 6
COc1cc([N+](=O)[O-])cc(/C=C2/SC(=S)N(Cc3ccccc3)C2=O)c1O | 103 | 94 | 102 | 112 | 102 | 80 | 3.0* | -1
CCC(C)NC(=O)C1(NC(=O)Nc2ccccc2)CCCCC1 (stereo not drawn) | 90 | 92 | 88 | 93 | 104 | 93 | 0.0 | 0
O=c1[nH]nc(-c2ccccc2)c2ccccc12 | 91 | 96 | 99 | 97 | 95 | 107 | 0.0 | 0
CC1CN(C(=O)c2ccc(OC3CCN(Cc4ccccn4)CC3)cc2)CCN1C (stereo not drawn) | 94 | 93 | 100 | 100 | 98 | 95 | 0.4 | 2
O=[N+]([O-])c1ccc(Sc2ccccc2)nc1 | 101 | 94 | 96 | 103 | 98 | 89 | 0.0 | 0
Cc1ccccc1C(=O)NC(=S)Nc1ccccc1N1CCCC1 | 94 | 92 | 94 | 100 | 92 | 98 | 0.4 | 50*
CCOC(=O)N1CCN(C(=S)Nc2cccc(C)c2C)CC1 | 85 | 90 | 93 | 93 | 104 | 91 | 0.2 | -2
CCOc1nc(-c2ccccc2Cl)ccc1C#N | 96 | 100 | 105 | 100 | 71 | 106 | -0.1 | 4
OCCC1CN(Cc2ccc(-n3cccn3)cc2)CCN1Cc1ccccc1 (stereo not drawn) | 90 | 100 | 91 | 93 | 93 | 99 | -0.1 | 2
O=C(NCCCN=C1NS(=O)(=O)c2ccccc21)c1ccccc1Cl | 119 | 94 | 104 | 100 | 106 | 101 | 0.0 | -1
C=CCNS(=O)(=O)c1nc(C)c(Cl)c(C)c1C#N | 100 | 101 | 98 | 98 | 116 | 100 | 0.2 | 6
Cc1ccsc1/C=C(\C#N)C(=O)NC1CCS(=O)(=O)C1 (stereo not drawn) | 97 | 95 | 91 | 92 | 89 | 89 | -0.2 | 0

Arranged by SMILES length (ascending): 4 of the compounds above
SMILES | CIT2 TOR yeast | AGP1-GFP MLPCN | MEP2 TOR yeast | RPL19A TOR yeast | Yeast superoxide | LAP4-GFP MLPCN | Efflux pump inh | AHR act
CCOc1nc(-c2ccccc2Cl)ccc1C#N | 96 | 100 | 105 | 100 | 71 | 106 | -0.1 | 4
C=CCNS(=O)(=O)c1nc(C)c(Cl)c(C)c1C#N | 100 | 101 | 98 | 98 | 116 | 100 | 0.2 | 6
CS(=O)(=O)N(CC(=O)N1CCCCCC1)c1ccccc1 | 105 | 113 | 113 | 109 | 89 | 107 | -0.1 | 1
CCOC(=O)C1CCCN(Cc2cc(Br)c(OC)cc2OC)C1 (stereo not drawn) | 101 | 104 | 105 | 102 | 114 | 106 | 0.2 | 6

(list continues)
SMILES | CIT2 TOR yeast | AGP1-GFP MLPCN | MEP2 TOR yeast | RPL19A TOR yeast | Yeast superoxide | LAP4-GFP MLPCN | Efflux pump inh | AHR act
CCc1nc(SCC(=O)NCc2ccc(F)cc2)c2c(=O)n(C)c(=O)n(C)c2n1 | 95 | 92 | 103 | 102 | 95 | 113 | 0.0 | 0
COc1ccc2ccc(C(C)(C(C)=O)C(=O)OC(C)C)cc2c1 (stereo not drawn) | 98 | 102 | 99 | 104 | 104 | 117 | 0.2 | 2
CCOC(=O)CSc1nc2cc(C(F)(F)F)cnc2n1C | 91 | 90 | 96 | 93 | 106 | 100 | 0.1 | 0
Cc1ccccc1C(=O)NC1CCN(Cc2nnnn2Cc2ccc(F)cc2)CC1 | 95 | 103 | 101 | 98 | 102 | 94 | 0.0 | -1
CCOc1ccc(C(=O)Nc2ccc(N3CCN(C(C)=O)CC3)cc2)cc1[N+](=O)[O-] | 104 | 104 | 104 | 104 | 81 | 94 | -0.1 | -5
c1ccc(Cn2c(Sc3nnnn3-c3ccccc3)nnc2-c2ccccc2)cc1 | / | 84 | 95 | 96 | 104 | 93 | 0.1 | 0
Cc1cc(C)n2nc(C)c(-c3ccccc3)c2n1 | 96 | 110 | 100 | 98 | 104 | 120 | 0.1 | 4
CCOc1ccc(NC(=O)CN(C)CC(=O)Nc2cccc(Cl)c2C)cc1OCC | 86 | 93 | 95 | 93 | 98 | 92 | 0.1 | 13
COc1cccc2cc(C(=O)NC3CC4CCC3C4)oc12 (stereo not drawn) | 100 | 97 | 99 | 101 | 91 | 100 | 0.2 | 25
O=c1cc(Cl)c2ccccc2n1-c1ccccc1 | 112 | 103 | 105 | 107 | 84 | 94 | -0.2 | 0
CC12CCC(=O)N1C(C(=O)N1CCN(S(=O)(=O)c3ccc(F)c(F)c3)CC1)CS2 (stereo not drawn) | 100 | 106 | 100 | 101 | 78 | 103 | -0.1 | -3
O=C(O)c1cc(S(=O)(=O)O)cc(Nc2c3ccccc3nc3ccccc23)c1O | 100 | 98 | 106 | 105 | 98 | 98 | -0.1 | 2
CCNC(=O)Cc1ccc(S(=O)(=O)N2CCOCC2)s1 | 97 | 100 | 94 | 98 | 101 | 104 | 0.1 | 1
CCn1c(Sc2nc(C)nc3scc(-c4cccs4)c23)n[nH]c1=O | 94 | 97 | 99 | 104 | 109 | 104 | 0.3 | 3
O=S(=O)(NCc1cccnc1)c1ccc(Br)s1 | 93 | 95 | 91 | 96 | 81 | 99 | 0.2 | 9
Oc1oc(-c2ccccc2Br)nc1C=Nc1ccc(Br)cn1 | 107 | 94 | 105 | 101 | 108 | 95 | 0.4 | 12
CCC1CCCCN1CCN1C(=O)C2C(C(=O)Nc3ccc(OC)cc3)C3C=CC2(O3)C1C(=O)NC1CCCCC1 (stereo not drawn) | 96 | 96 | 101 | 97 | 94 | 92 | 0.4 | -1
CCC1CCC2(CC1)NC(=O)N(CC(=O)c1c(C)[nH]c3ccccc13)C2=O (stereo not drawn) | 97 | 97 | 106 | 101 | 71 | 99 | 0.5 | 13
Cc1nc(Sc2ccc(Br)cc2)c(C#N)c(C)c1[N+](=O)[O-] | / | / | 77 | 91 | 90 | / | -0.1 | 1
CCN(CC(N)=O)S(=O)(=O)c1ccc(F)cc1 | 114 | 116 | 101 | 112 | 87 | 101 | -0.2 | -2
NC(=NCc1ccco1)NC(=O)c1ccc(Cl)cc1 | 97 | 95 | 104 | 98 | 114 | 101 | 0.3 | 3
COc1ccc(C(=O)COC(=O)CNC(=O)C2CCCCC2)c(OC)c1 | 111 | 111 | 101 | 100 | 97 | 96 | 0.1 | -5
O=C1Nc2ccc(F)cc2C12SCCS2 | 107 | 101 | 100 | 99 | 83 | 102 | -0.1 | 10
CCn1c(SCC(=O)NC2CC2)nnc1-c1ccccc1OC | / | 99 | 109 | 118 | 96 | 88 | 0.1 | 15
CC(O)c1nc2ccccc2n1CCCCOc1ccccc1 (stereo not drawn) | 107 | 101 | 102 | 106 | 82 | 101 | -0.1 | -2
CC(C)c1ccc(O)c(C(=O)c2cnn(-c3ccccc3)c2)c1 | 96 | 100 | 105 | 98 | 103 | 101 | 0.0 | 13
Cc1cc(C(C)(C)C)ccc1OCCCCN1CCCC1 | 99 | 104 | 105 | 105 | 100 | 99 | 0.9 | 1
CC(=O)/C=C1/C(=O)Nc2ccccc21 | 85 | 95 | 80 | 89 | 80 | 121 | -0.1 | 13
COc1ccc(C2CC(c3ccccc3)=NN2C(=O)COC(=O)c2cc(S(=O)(=O)N3CCOCC3)ccc2Cl)cc1 (stereo not drawn) | 96 | 93 | 104 | 100 | 110 | 92 | 0.2 | 2
CNC(=O)C1CC(=O)N(Cc2ccc3c(c2)OCO3)C(=Nc2ccc(OC)cc2)S1 (stereo not drawn) | 97 | 101 | 101 | 97 | 102 | 100 | 0.1 | 3
CCSc1nnc(COc2ccccc2)n1CC | 102 | 105 | 109 | 99 | 99 | 114 | -0.1 | -3
Cc1nc(C(C)N(C)Cc2nc(Cc3ccccc3F)no2)c(C)s1 (stereo not drawn) | 109 | 111 | 106 | 102 | 90 | 100 | 0.0 | 0
Cc1cccc(C(=O)NCC(=O)NC2CCC(C)CC2)c1 (stereo not drawn) | 93 | 112 | 99 | 102 | 104 | 106 | 0.1 | -2
Cc1cc(=S)[nH]c(=S)[nH]1 | 106 | 110 | 97 | 96 | 95 | 105 | -0.1 | -3
CS(=O)(=O)N1Cc2ccccc2CC1C(=O)OCC(=O)NCc1ccccc1 (stereo not drawn) | 98 | 98 | 90 | 99 | 97 | 96 | -0.1 | 5
CCOc1ccc(-c2nc(C#N)c(N3CCN(CC)CC3)o2)cc1 | 91 | 87 | 92 | 89 | 97 | 87 | -0.1 | 9
CCCCNC(=O)O/N=C(\N)CS(=O)(=O)C(C)(C)C | 92 | 106 | 94 | 96 | 101 | 109 | 0.1 | 0
COc1ccc(N2C(=O)CC(Nc3ccc(C(=O)O)cc3)C2=O)cc1OC (stereo not drawn) | 103 | 106 | 107 | 104 | 73 | 91 | -0.1 | 0
O=C(N/N=C/c1cn[nH]c1-c1ccccc1)c1ccco1 | 93 | 97 | 99 | 101 | 79 | 86 | 0.1 | 65*
O=C(Nc1ccc(NC(=O)c2ccccc2Cl)cc1)c1cccnc1 | 96 | 97 | 97 | 94 | 109 | 97 | 0.7 | 0
